# Compound activity as filed in PubChem.
# APP 5UTR inh: APP translation inhibition; SH-SY5Y APP 5'UTR-luciferase reporter, luminescence; inhibition, % at 2 µM; 190,000 tested, 0.82% active; AID 1285;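 active = inhibition above a set limit, derived from the sample mean plus 3 SD, cut at about 45% in these data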; also: values of inactives mirror those of a sister screen read the other way
# STAT1 act: increases IFN-gamma driven STAT1 reporter signal; AID 932; NIH 3T3 STAT1-luciferase reporter, luminescence; 100% = IFN-gamma alone, no compound; 200,000 tested, 2.6% active; activation (% of control), % at 5.5 µM;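 active = activation above the screen-wide mean activation plus 3 SD, cut at about 130% in these data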;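 also: raw ratio to IFN-gamma control signal so 100% means no change and 0% no light; values of inactives mirror those of a sister screen read the other way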
# G6PDH counter: L. mesenteroides G6PDH inhibition counter-screen. Purified L. mesenteroides G6PDH, diaphorase/resazurin coupled fluorescence, 45 min. inhibition, % at 5 µM. 200,000 tested, 0.12% active; in the data active = inhibition above about 50%
# APP 5'UTR act: activates APP 5'UTR luciferase reporter. SH-SY5Y APP 5'UTR luciferase reporter, luminescence; zero percent = DMSO vehicle wells. activation, % at 2 µM. 190,000 tested, 1% active;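 active = activation above a set limit, based on mean plus 3 SD of controls, cut at about 140% in these data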; also: values of inactives mirror those of a sister screen read the other way
# DTT redox prof: compounds producing H2O2 with reducing agent – biochemical, NIH compound library profiling, artefact control for MLSCN library redox annotation, primary screen; 200,000 tested, 0.03% active; activation, % at 10 µM; DTT-dependent redox cycling H2O2, phenol red/HRP absorbance; 100% = 100 µM peroxide control, 0% = buffer;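 active = activation of at least 50% relative to the plate's high and low controls in the primary single-dose screen; inactive = activation below 50%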;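 also: compound incubated with DTT at 0.8 mM final as the reducing agent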
# FLuc stim CS: firefly luciferase counter-screen for stimulation assays; P08659; ATPlite luciferase biochemical, luminescence, 10 min; 0 = ATP-free wells, 1 = DMSO control; activation factor at 10 µM; 200,000 tested, under 10 active; AID 1027;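 active = luciferase activation factor, scaled between plate controls, of at least 2 with compound at 10 µM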
# Target sequence (P08659 whole entry, looked up): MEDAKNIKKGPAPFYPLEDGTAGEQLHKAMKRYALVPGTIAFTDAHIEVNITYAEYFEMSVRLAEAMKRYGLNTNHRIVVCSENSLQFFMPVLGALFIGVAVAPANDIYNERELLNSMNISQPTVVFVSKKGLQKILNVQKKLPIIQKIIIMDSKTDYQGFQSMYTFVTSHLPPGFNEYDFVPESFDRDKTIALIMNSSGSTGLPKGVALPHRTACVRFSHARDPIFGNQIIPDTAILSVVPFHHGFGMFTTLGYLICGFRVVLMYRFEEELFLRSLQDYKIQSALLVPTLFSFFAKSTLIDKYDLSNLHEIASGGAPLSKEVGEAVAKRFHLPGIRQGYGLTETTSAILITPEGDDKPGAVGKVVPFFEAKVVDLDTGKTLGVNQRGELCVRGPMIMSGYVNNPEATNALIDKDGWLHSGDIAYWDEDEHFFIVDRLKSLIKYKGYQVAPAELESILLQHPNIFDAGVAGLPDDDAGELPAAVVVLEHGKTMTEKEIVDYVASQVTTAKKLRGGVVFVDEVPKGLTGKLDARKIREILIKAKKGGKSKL
#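 Assay system: Luciferase/luciferin reagent mix; Medium: PBS as buffer for the ATP substrate; Dosing: test compounds dosed from 2 mM stocks in 100% DMSO; Times: 10 min, room temperature; Signal: luminescence from luciferase reaction; Read-out: luciferase activation; Controls: No-ATP low control, compound-free enzyme-plus-ATP high control.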
# HMGR II inh: E. faecalis class II HMG-CoA reductase inhibition | purified E. faecalis HMGR, NADPH absorbance 340 nm kinetic | inhibition, % at 10 µM | 190,000 tested, 0.41% active | AID 1066;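 active = inhibition above a set limit, the median over all tested compounds plus 3 SD, cut at about 9.5% in these data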;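 also: enzyme runs in reverse so mevalonate oxidation gives rising NADPH absorbance; 0% = complete reaction with DMSO and 100% = background rate lacking mevalonate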
# FLuc inh counter: counter-screen for luciferase assay inhibitors: firefly luciferase inhibition. P08659. ATPLite firefly luciferase biochemical luminescence, 10 min. inhibition, % at 10 µM. 200,000 tested, 1.5% active;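 active = inhibition above about 50% when tested at 10 µM, limit read from the data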
# NF-kB neuron act: raises NF-kB expression in human neuronal cells; NF-kB reporter expression; hits give high values; fold change at 12.5 µM; 190,000 tested, 1.6% active; in the data active = fold change above about 3.3
# Hsp70 activator: Hsp70 transcriptional activation, primary screen; 200,000 tested, 0.04% active; HeLa Hsp70 promoter luciferase reporter, luminescence; scaled: vehicle 0, proteasome-inhibitor control 100%; activation, % at 10 µM; AID 1203;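 active = activation above the mean across all tested compounds plus 3 SD, cutoff set per campaign, cut at about 5.5% in these data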;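 also: 100% = MG132 at 30 µM as the positive control and 0% = DMSO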
# * = called active by the depositor; nt = no result given.
SMILES,APP 5UTR inh,STAT1 act,G6PDH counter,APP 5'UTR act,DTT redox prof,FLuc stim CS,HMGR II inh,FLuc inh counter,NF-kB neuron act,Hsp70 activator
CC1(C)CC(=O)C(N=Nc2ccc(-c3ccccc3)cc2)=C(O)C1,-137,105,-2,137*,-0.2,1,0,0,2.3,-0.2
Cc1ccc(S(=O)(=O)/N=C(\N)Nc2nc(C)c3ccc(C)cc3n2)cc1,8,106,-36,-7,0.9,1,1,-4,0.98,-0.1
NC(=S)Nc1ccc2c(c1)OCO2,-5,95,-1,5,-2.4,1.1,3,-6,1.3,0.0
C1CC(CN2CCOCC2)CN(Cc2nc(CC3CC3)no2)C1 (stereo unspecified),-14,99,9,14,-0.4,1.1,0,-6,1.1,-0.4
N=c1sccn1CC(=O)N1N=C(c2ccc(Cl)cc2)CC1c1ccco1 (stereo unspecified),8,102,1,-8,-1.4,1,-2,-1,0.85,-0.2
Cc1ccc(Sc2ccc(NC(=O)CCl)cc2)cc1C,24,105,1,-24,0.0,1,-10,-3,0.99,-0.3
CCOC(=O)C(C#N)C(Cc1ccccc1)c1ccco1 (stereo unspecified),-10,93,-7,10,1.9,1.1,-3,-7,1.1,-0.3
Cc1cc(C)n2cc(CSc3nnc(SCc4cn5c(C)cc(C)nc5n4)s3)nc2n1,5,104,4,-5,-1.3,1,-2,-4,0.64,0.0
CCOC(=O)Cn1c(=O)oc2cc(S(=O)(=O)N3CCN(c4ccccn4)CC3)ccc21,10,98,8,-10,-0.6,1.1,0,-6,1.1,-0.2
O=C(NCCNC(=O)c1cc(OCC(F)(F)F)ccc1OCC(F)(F)F)Nc1ccc(OC(F)(F)F)cc1,4,102,10,-4,2.9,1,-4,-1,0.95,-0.2
C/C(NC(=O)c1cccc(F)c1)=C1/C(=O)C[C@@H]2[C@H]1C2(C)C,-17,122,-1,17,0.1,1,-3,-3,1.9,-0.1
O=C(O)c1ccc(-c2nc(-c3cccc(C(F)(F)F)c3)cs2)cc1,-18,91,-3,18,-0.8,1,-1,-3,1.1,-0.2
COc1ccc(N(C(=O)C2CSC(=O)C2)C(C(=O)NC(C)(C)C)c2ccncc2)cc1 (stereo unspecified),-4,104,5,4,-0.7,1.1,6,-10,0.98,-0.1
COc1ccc(OC)c(NC(=O)CSCC(=O)O)c1,-4,99,10,4,-0.6,1,-8,-2,1,0.5
CC(=O)c1cc2c(cc1NC(=O)CN1CCCCC1C)OCO2 (stereo unspecified),7,104,6,-7,0.3,1,-9,-3,1.2,-0.4
Cc1ccc2cc(CN(CCCN(C)C)C(=S)NCc3ccccc3)c(=O)[nH]c2c1C,-1,97,19,1,-0.7,1,9,2,0.88,-0.1
O=C1NC(c2ccccc2)(C(F)(F)F)C(=O)N1Cc1cccnc1 (stereo unspecified),2,101,28,-2,0.8,1,-5,-1,1.3,0.1
CCOC(=O)N1CCC(NC(=O)c2cc(-c3ccc(F)cc3)[nH]c2C)CC1,-16,98,3,16,-0.3,1.1,-1,-7,0.94,-0.3
Cn1cnnc1SCC(=O)Nc1ccc2nc(SCc3cccc4ccccc34)sc2c1,-1,95,-2,1,0.2,1.1,-2,-6,0.88,0.1
COC(=O)CS(=O)(=O)c1cc(Br)cc2c1N(C(C)=O)CC2,2,92,-16,-2,2.7,1,-3,-2,1,0.2
CC12CCC(C(=O)N(CCCN3CCN(Cc4ccccc4)CC3)C1=O)C2(C)C (stereo unspecified),13,95,-6,-13,-0.7,1,-4,0,0.88,0.0
O=C1CC2c3ccccc3C1C1C(=O)N(CCO)C(=O)C21 (stereo unspecified),-5,100,12,5,0.4,1.1,-1,-6,1,0.3
Cc1occc1-c1nnc(SCC(=O)c2ccc(F)cc2)n1Cc1ccco1,0,103,-3,0,2.5,1,-3,-4,1,0.0
CCCCC/S(CC1CC1(Cl)Cl)=N\S(=O)(=O)c1ccc(C)cc1 (stereo unspecified),-1,103,3,1,4.8,1,-1,-4,1,-0.1
O=C(C1CC1)N(CCN(C(=O)C1CC1)c1ccccc1)c1ccccc1,-3,100,13,3,2.0,1,3,4,1.2,-0.1
COc1ccc(/C=C/C2=NC(=C\N(C)C)/C(=O)O2)cc1,-56,116,3,56,-0.7,0.7,0,29,2,0.0
CCOc1nc(NCc2ccco2)nc(Nc2ccc(OC)cc2)n1,-6,98,-7,6,3.0,1,-1,2,0.91,-0.5
CCN(CC)S(=O)(=O)c1cccc(-c2n[nH]c(=S)n2C(C)COC)c1 (stereo unspecified),-5,106,4,5,-0.7,1,1,-1,0.98,0.2
CCOc1ccc(N2CCc3c(C)nc(SC)nc32)cc1,-6,103,-3,5,-1.2,1.1,4,-8,1.2,0.5
COCCN1Cc2c(sc(C)c2C)N(C(=O)c2ccccc2)C1,-52,109,2,52,2.5,1,-8,-1,2.5,-0.1
O=C(c1ccc(Cl)c(S(=O)(=O)N2CCCCCC2)c1)N1CCN(CCO)CC1,12,97,10,-12,0.7,1.1,-2,-9,1.2,-0.2
CCCCc1ccc(NS(=O)(=O)N(C)C)cc1,-4,90,8,4,-2.2,1.1,-5,-6,1.2,0.1
Cc1ccc(C)c(NC(=O)C2Cc3ccccc3CN2C(=O)OCc2ccccc2)c1 (stereo unspecified),7,96,-12,-7,1.8,1.1,3,-8,0.95,0.3
CN(CC(=O)Nc1ccc(N2CCOCC2)cc1)Cc1cc(=O)n2ccsc2n1,-24,87,2,24,-0.7,1,-5,-3,1.1,0.0
CCOC(=O)/C(C#N)=C/c1ccc(OCC(=O)Nc2ccc(OC)cc2)c(OC)c1,nt,104,-25,nt,1.5,1,-3,-3,1,-0.2
COC1CCCN(Cc2cn(C)nc2-c2ccc(Oc3ccccc3)cc2)C1 (stereo unspecified),12,97,10,-12,-1.8,1.1,-9,-6,0.97,0.0
CC(Sc1nc2ccccc2o1)C(=O)O (stereo unspecified),-16,100,12,16,0.5,1,0,2,1.1,0.4
CCOC(=O)c1ccc(NC(=O)Nc2cccc(C)n2)cc1,-33,114,11,33,-1.4,1,-9,1,1.3,-0.1
COc1ccc(CCNC(=O)COc2ccc(N(C)S(=O)(=O)c3ccc(C)cc3)cc2)cc1,7,102,-3,-7,1.2,1,2,1,0.92,0.1
CCSc1nnc(-c2sc3nnc(-c4ccccc4)c(-c4ccccc4)c3c2N)o1,-19,99,10,19,20,1.1,-6,-8,0.6,0.0
C=CCON/C(CCC)=C1\C(=O)C(C(=O)OC)C(C)(C)CC1=NC (stereo unspecified),-11,97,11,11,-0.2,1,-3,-1,1.1,-0.2
CCOc1cc(C(=O)Nc2ccc(S(=O)(=O)Nc3cc(C)on3)cc2)cc(OCC)c1OCC,5,99,3,-5,-3.6,1.1,-2,-5,1.2,0.0
Cc1nnc(SCc2ccc(C(=O)Nc3cc(Cl)ccc3C)cc2)s1,-13,100,-7,13,0.1,0.8,-6,19,0.93,-0.3
COCC(C)n1c(SCC(=O)c2cc(C)n(C)c2C)nc2ccccc2c1=O (stereo unspecified),-7,85,0,7,0.1,1.1,-2,-7,1,0.1
CCN(C(=O)COc1cc(=O)n(C)c2ccccc12)c1cccc(Cl)c1,-11,96,4,11,0.4,1.1,-4,-8,1.2,-0.4
Cc1c(C(=O)N2CCN(c3ccccn3)CC2)cccc1[N+](=O)[O-],0,96,3,0,-0.9,1,-1,-4,1.4,-0.2
Cc1ccc2nc(-c3ccc(N4C(=O)CC(N5CCC(C(N)=O)CC5)C4=O)cc3)sc2c1 (stereo unspecified),4,112,-22,-4,0.8,0.8,-2,16,0.75,-0.1
Cc1c(C(=O)Nc2ccccc2)sc2nc[nH]c(=O)c12,-11,97,-8,11,0.4,1,-6,5,1.4,-0.3
O=C(CCCC(=O)OCC(Cl)=C(Cl)Cl)Nc1ccccc1F,-25,106,2,25,0.2,1,-2,-2,1.1,-0.4
Cc1noc(C)c1CSCC(=O)Nc1nc2ccc(Oc3ccccc3)cc2s1,13,102,1,-13,-0.8,1.1,0,-7,0.95,-0.1

# Nothing new here: entries from further up.
SMILES,APP 5UTR inh,STAT1 act,G6PDH counter,APP 5'UTR act,DTT redox prof,FLuc stim CS,HMGR II inh,FLuc inh counter,NF-kB neuron act,Hsp70 activator
Cc1ccc(C)c(NC(=O)C2Cc3ccccc3CN2C(=O)OCc2ccccc2)c1 (stereo unspecified),7,96,-12,-7,1.8,1.1,3,-8,0.95,0.3
CN(CC(=O)Nc1ccc(N2CCOCC2)cc1)Cc1cc(=O)n2ccsc2n1,-24,87,2,24,-0.7,1,-5,-3,1.1,0.0
CCOC(=O)/C(C#N)=C/c1ccc(OCC(=O)Nc2ccc(OC)cc2)c(OC)c1,nt,104,-25,nt,1.5,1,-3,-3,1,-0.2
COC1CCCN(Cc2cn(C)nc2-c2ccc(Oc3ccccc3)cc2)C1 (stereo unspecified),12,97,10,-12,-1.8,1.1,-9,-6,0.97,0.0
CC(Sc1nc2ccccc2o1)C(=O)O (stereo unspecified),-16,100,12,16,0.5,1,0,2,1.1,0.4

# Additional entries follow.
SMILES,APP 5UTR inh,STAT1 act,G6PDH counter,APP 5'UTR act,DTT redox prof,FLuc stim CS,HMGR II inh,FLuc inh counter,NF-kB neuron act,Hsp70 activator
Cc1nn(Cc2c(Cl)cccc2Cl)c(C)c1NC(=O)c1sc2ccccc2c1Cl,-7,94,10,7,0.1,1.1,-2,-10,0.6,-0.4
O=C(Nc1ccc(S(=O)(=O)N2CCCCCC2)cc1)C1CCCO1 (stereo unspecified),3,107,14,-3,0.9,1,-3,-3,0.96,-0.1
NNC(=O)c1cc2ccccc2cc1O,-16,92,-17,17,0.2,1,0,-2,1.1,-0.5
CC(C)C(=O)Nc1c(-c2cccs2)c(=O)c2ccccc2n1C,-5,98,2,5,-0.8,1.1,-5,-6,1.1,-0.1
CCO[C@H]1OC(C(=O)O)=C[C@@H](c2ccc(C(F)(F)F)cc2)[C@@H]1CCCO,-12,105,8,12,-0.4,1.1,1,-8,1,-0.2

# An excerpt of these results, with each value named.
Molecule: O=C(Nc1ccc(S(=O)(=O)N2CCCCCC2)cc1)C1CCCO1 (stereo unspecified)
  APP 5UTR inh: 3
  STAT1 act: 107
  G6PDH counter: 14
  APP 5'UTR act: -3
  DTT redox prof: 0.9
  FLuc stim CS: 1
  HMGR II inh: -3
  FLuc inh counter: -3
  NF-kB neuron act: 0.96
  Hsp70 activator: -0.1

Molecule: CC(C)C(=O)Nc1c(-c2cccs2)c(=O)c2ccccc2n1C
  APP 5UTR inh: -5
  STAT1 act: 98
  G6PDH counter: 2
  APP 5'UTR act: 5
  DTT redox prof: -0.8
  FLuc stim CS: 1.1
  HMGR II inh: -5
  FLuc inh counter: -6
  NF-kB neuron act: 1.1
  Hsp70 activator: -0.1

Molecule: NNC(=O)c1cc2ccccc2cc1O
  APP 5UTR inh: -16
  STAT1 act: 92
  G6PDH counter: -17
  APP 5'UTR act: 17
  DTT redox prof: 0.2
  FLuc stim CS: 1
  HMGR II inh: 0
  FLuc inh counter: -2
  NF-kB neuron act: 1.1
  Hsp70 activator: -0.5
